Bioassay records: PubChem, Sanford-Burnham Center for Chemical Genomics
CCR6 antagonist: blocks CCL20-driven beta-arrestin recruitment at human CCR6. P51684. CHO-K1 CCR6 PathHunter beta-arrestin, luminescence, CCL20-stimulated. inhibition, % at 20 µM. hit rate 0.49% among 340,000. AID 493098;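 active = compounds whose inhibition of the agonist-driven luminescence signal at 20 µM reaches about 50%, limit read from the data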;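 also: cells stimulated with CCL20 at 14 nM final; plate controls were DMSO with CCL20 for no effect and DMSO without agonist for full effect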
Target sequence (P51684 whole entry, looked up): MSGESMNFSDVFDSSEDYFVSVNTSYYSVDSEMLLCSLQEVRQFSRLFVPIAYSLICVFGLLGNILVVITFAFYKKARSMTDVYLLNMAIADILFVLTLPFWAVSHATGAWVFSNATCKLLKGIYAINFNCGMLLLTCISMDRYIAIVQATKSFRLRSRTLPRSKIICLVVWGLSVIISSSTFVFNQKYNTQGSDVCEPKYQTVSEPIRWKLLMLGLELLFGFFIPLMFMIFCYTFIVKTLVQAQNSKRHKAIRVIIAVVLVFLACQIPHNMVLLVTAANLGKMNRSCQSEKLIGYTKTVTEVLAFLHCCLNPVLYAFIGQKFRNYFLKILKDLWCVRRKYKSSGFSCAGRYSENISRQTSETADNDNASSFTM
ATG4B inh: blocks human ATG4B protease cleavage of LC3 substrate. Q9Y4P1. ATG4B cleavage of LC3-PLA2, NBD-HPC fluorescence, 1 h. hit rate 0.51% among 340,000. inhibition, % at 8.33 µM. AID 504462; in the data active = inhibition above about 40%
Gli-Sufu antag: Gli-Sufu pathway antagonism; Sufu-KO-LIGHT fibroblasts, Gli luciferase reporter luminescence; inhibition, % at 5 µM; hit rate 0.74% among 340,000; AID 588413;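 active = inhibition above about 55%, limit read from the data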;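 also: 0% = DMSO-treated cells and 100% = wells with medium but no cells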
APJ antagonist: antagonists of human APJ apelin receptor | P35414 | CHO-K1 APJ beta-arrestin complementation, luminescence | inhibition, % at 20 µM | hit rate 0.32% among 330,000 | AID 2521;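 active = inhibition above about 40% at 20 µM, limit read from the data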;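 also: cells challenged with 10 nM apelin-13 agonist together with compound; plate controls were apelin-13 plus DMSO wells for no effect and DMSO wells lacking apelin-13 for full effect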
Target sequence (P35414 whole entry, looked up): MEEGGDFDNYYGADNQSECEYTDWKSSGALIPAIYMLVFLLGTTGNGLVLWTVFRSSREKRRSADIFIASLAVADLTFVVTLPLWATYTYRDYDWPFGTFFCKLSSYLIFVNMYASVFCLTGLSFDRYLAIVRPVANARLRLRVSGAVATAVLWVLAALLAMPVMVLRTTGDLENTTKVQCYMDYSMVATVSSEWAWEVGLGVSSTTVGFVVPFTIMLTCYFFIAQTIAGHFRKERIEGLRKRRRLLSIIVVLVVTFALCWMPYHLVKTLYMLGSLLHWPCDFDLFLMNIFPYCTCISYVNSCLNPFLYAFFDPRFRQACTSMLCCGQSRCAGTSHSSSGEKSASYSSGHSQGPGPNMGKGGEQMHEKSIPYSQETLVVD
CXCR6 block: CXCR6 (human) receptor inhibition. O00574. CHO-K1 PathHunter CXCR6 beta-arrestin, luminescence. inhibition, % at 20 µM. hit rate 0.36% among 360,000; in the data active = inhibition above about 34%, passing the limit was not always enough;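 also: antagonist mode with CXCL16 agonist at 10 nM final; 0% = 10 nM CXCL16 with DMSO and 100% = unstimulated wells without agonist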
EBI2 block: EBI2 (human) antagonism; P32249; EBI2 beta-arrestin recruitment, luminescence, 7a,25-OHC stimulated; inhibition, % at 5 µM; hit rate 0.81% among 360,000; AID 651636; in the data active = inhibition above about 38%;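 also: enzyme fragment complementation signal reports receptor beta-arrestin coupling in cells; 0% = agonist plus DMSO wells and 100% = wells without agonist; some results beyond the cut were filed as inactive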
APJ agonist: agonists of human APJ apelin receptor; AID 2520; hit rate 0.11% among 330,000; activation, % at 20 µM; CHO-K1 APJ PathHunter beta-arrestin, luminescence; 0% DMSO wells, 100% apelin; P35414;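 active = activation more than six SD over the plate average, tested at 20 µM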;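 also: 0% = DMSO alone and 100% = apelin-13 at 10 nM; some results filed as inactive read as strong as hits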
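Test system: CHO-K1 APJ beta-arrestin complementation cell line | Compound: Single test compound dose, 20 µM final, 1% DMSO | Incubation: Compound 90 min 25 °C, reagent 1 h | Measured by: beta-gal luminescence | Read-out basis: APJ–arrestin association signal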
UBC13 inh: inhibitors of human UBC13 polyubiquitin chain formation. TR-FRET. hit rate 0.47% among 330,000. P61088. inhibition, % at 20 µM; in the data active = inhibition above about 45%, passing the limit was not always enough
Target sequence (P61088 whole entry, looked up): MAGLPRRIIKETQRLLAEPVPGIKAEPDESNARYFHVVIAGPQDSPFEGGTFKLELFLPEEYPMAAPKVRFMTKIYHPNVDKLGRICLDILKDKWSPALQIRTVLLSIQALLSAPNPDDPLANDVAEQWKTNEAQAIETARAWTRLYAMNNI
Numbers without * were called inactive; nt = not tested or not shown.

SMILES | CCR6 antagonist | ATG4B inh | Gli-Sufu antag | APJ antagonist | CXCR6 block | EBI2 block | APJ agonist | UBC13 inh
O=C(CSc1cccs1)Nc1ccc(Cl)cc1 | 8 | 2 | -13 | -13 | -2 | 2 | 2 | 0
c1ccc(Sc2ncnc3ccccc23)cc1 | 5 | 4 | -9 | -5 | 5 | -52 | -3 | 10
CCC(=O)c1ccc(OCC(=O)NNC(=O)c2cc(C)oc2C)cc1 | 6 | 0 | -6 | 2 | -2 | -2 | -3 | 4
CCCCOc1ccc(CN=C(N)N)cc1Cl | 1 | 6 | 13 | 2 | 4 | 7 | -1 | 24
CC(C)Oc1ccc(-c2cc(=O)[nH]c(=O)[nH]2)cc1 | 2 | 2 | -16 | -7 | -10 | -3 | 4 | 3
Cc1cc2c(cc1S(=O)(=O)CCC(=O)N1CC(C)CC(C)C1)OCC(=O)N2 (configuration not stated) | 6 | 3 | 2 | -3 | 6 | -5 | -2 | 2
O=c1cc(NCc2ccccc2)nc2ccccn12 | -14 | -4 | -23 | 5 | -1 | 8 | -2 | 7
O=C(NCc1ccccc1)C1=C[C@H](c2csc3ccccc23)C[C@H](OCCCCO)O1 | 13 | 7 | 7 | 7 | 0 | 10 | 2 | -4
COc1ccc(C(=O)Nc2ccc(Nc3ccccc3)cc2)cc1OC | -6 | -8 | -3 | -3 | -12 | 10 | -1 | -8
O=C(CSC1=NS(=O)(=O)c2ccccc2N1)NCCc1ccccc1 | 10 | -7 | -8 | -13 | 1 | 2 | 6 | -4
Cc1nnc(SCC(=O)N2CCc3ccccc3C2)n1-c1ccccc1 | -5 | 14 | -1 | 4 | 1 | -13 | -5 | 4
Cn1ccsc1=NC(=O)c1cc(S(=O)(=O)N2CCOCC2)ccc1F | 9 | -12 | -1 | 20 | 3 | -2 | 0 | -4
C=CCOc1ccc(/C(O)=C2\C(=O)C(=O)N(CCOC)C2c2cccnc2)cc1 (configuration not stated) | -1 | -15 | -1 | 6 | 9 | 6 | -3 | -5
Clc1ccc2nc(-c3cccc(SC4CCCCC4)c3)c(NCc3ccccc3)n2c1 | 20 | -3 | -17 | 12 | 6 | 19 | 4 | -10
O=C1/C(=C\c2ccccn2)SC(=S)N1Nc1ncc(C(F)(F)F)cc1Cl | 12 | 6 | -5 | 5 | 11 | -1 | -3 | -14
COc1ccccc1OCCSc1ncnc2nc[nH]c12 | -9 | -7 | 0 | 2 | -3 | -13 | -6 | 4
CCOc1ccc(-n2c(C)c(C(C)=O)c3cc(OC(C)=O)ccc32)cc1 | 15 | 1 | -7 | 13 | 4 | 0 | -2 | -3
Cc1cc([N+](=O)[O-])nn1CC(=O)N(C)Cc1ccccc1 | 10 | -9 | -3 | -19 | -1 | -8 | -2 | -2
COc1nccc(NCc2ccccc2)c1C#N | -2 | -5 | -1 | 13 | 3 | -3 | 0 | 9
O=C(O)CCCCC1CCSS1 (configuration not stated) | 12 | -2 | -2 | nt | -2 | -2 | nt | nt
COc1ccc(N2C(=NC(=O)C3CCCO3)SC3CS(=O)(=O)CC32)cc1 (configuration not stated) | 11 | 0 | -10 | -4 | 4 | 3 | -1 | 1
Cc1cc(NC(=O)CCC(=O)N(Cc2cccs2)C(C(=O)NC2CCCC2)c2cccnc2)no1 (configuration not stated) | 6 | -13 | -8 | -3 | 2 | -17 | -1 | 0
Oc1ccccc1-c1nc(/C=C/c2ccccc2)nn1-c1ccccc1 | -5 | 22 | -3 | nt | -6 | 23 | nt | nt
Cc1ccc(CS(=O)(=O)CCC(=O)N2CCOCC2)cc1 | 0 | -9 | 0 | 30 | 0 | -11 | -4 | 3
CN(Cc1cccs1)C(=O)Cc1c[nH]c2ccccc12 | -12 | 6 | -13 | -9 | -3 | 7 | -11 | 8
CCOC(=O)c1ccc(NC(=O)CNC(=O)C2CCCCC2)cc1 | -3 | 7 | -2 | 2 | -1 | -2 | -2 | 3
COc1ccc(NC(=O)Cc2nnc(SCC(=O)c3ccccc3)n2C)cc1 | 4 | -1 | -8 | 1 | 2 | -3 | -4 | -2
CC1=CN2C(=NC(=O)CC2(C)C(=O)N(CC(=O)NC2CCCC2)c2cc(C)cc(C)c2)C=C1 (configuration not stated) | -2 | -6 | 0 | 0 | -11 | -2 | -2 | 20
COc1ccc(-c2ccc(SCC(=O)NC3CCCCC3)nn2)cc1 | 9 | -1 | -43 | 4 | -3 | 18 | -2 | -1
COc1ccc2[nH]c(=O)c(CN(C(=O)c3cccnc3)c3cccc(C)c3)cc2c1 | 14 | -1 | 9 | 1 | 8 | 4 | -3 | 18
O=C(Cn1cc2c(n1)CCCC2)NCCCN1CCN(C2CCCCC2)CC1 | 4 | -3 | 0 | -2 | 5 | -7 | -3 | 6
CN1CCN(c2ncc3c(n2)CC(c2ccccc2F)CC3=O)CC1 (configuration not stated) | 1 | -6 | 6 | 5 | -5 | -1 | -3 | -5
CC12CCC(C(=O)N(CCCCN3CCN(c4ccccn4)CC3)C1=O)C2(C)C (configuration not stated) | -12 | 0 | 22 | 19 | 2 | 0 | -1 | 6
OC(COCc1ccc(Cl)cc1)CN1CCN(c2ccccn2)CC1 (configuration not stated) | -6 | 32 | 15 | 9 | -8 | 3 | -4 | -5
CCCCN(CC)CCCNC(=O)c1cn(CC)c2ccc(S(=O)(=O)N3CCc4ccccc4C3)cc2c1=O | 37 | 10 | 41 | 22 | 8 | 9 | -1 | -9
CCC(Oc1ccccc1F)C(=O)NCCCn1ccnc1 (configuration not stated) | 10 | -8 | -7 | 2 | 0 | -11 | -4 | 1
CN1CCCCc2c1[nH]c1ccccc1c2=O | -11 | -9 | 4 | -22 | -5 | -14 | 0 | 1
CC1CCCCC1NS(=O)(=O)c1ccc(S(=O)(=O)N2CCN(CCC#N)CC2)cc1 (configuration not stated) | 17 | 0 | 5 | 16 | 0 | -2 | -4 | 6
CCCCn1nc(C(=O)NCC2COc3ccccc3O2)c2ccccc2c1=O (configuration not stated) | 17 | 18 | 11 | 8 | -1 | 5 | -5 | 3
CN(N)c1nc2ccccc2nc1C(F)(F)F | -1 | -14 | -12 | 10 | -3 | -4 | 0 | 8
CC(C)(C)OC(=O)C[C@@H]1C/C=C\C[C@@H](CC(=O)N[C@H](CO)Cc2ccccc2)C(=O)N2CCC[C@@H]2COC1=O | 10 | 3 | 4 | 1 | -4 | -10 | -4 | 4
O=C(CSc1ncn[nH]1)N1N=C(c2ccc(Cl)cc2)CC1c1ccco1 (configuration not stated) | 1 | 6 | -10 | 13 | -2 | -3 | 0 | 4
CN(C(=O)COc1ccc(Cl)cc1Cl)C1(C)CCS(=O)(=O)C1 (configuration not stated) | 14 | -6 | 2 | 21 | -2 | 4 | 2 | 0
COc1ccc(O)c(C(c2c(C)[nH][nH]c2=O)c2c(C)[nH][nH]c2=O)c1 | 3 | -2 | 17 | -19 | -1 | -12 | 1 | -32
O=C1CN(C(=O)CN2C(=O)NC3(CCCCC3)C2=O)c2ccccc2N1 | 2 | -2 | 2 | -1 | 9 | 7 | -5 | 20
CC(C)NC(=O)c1ccccc1NC(=O)CCc1ccccc1 | -2 | -5 | 0 | 13 | -7 | -3 | -1 | 1
CCCCNC(=O)CNC(=S)N(Cc1ccccc1)Cc1cccnc1 | -1 | 0 | 6 | 9 | -2 | 3 | -4 | 5
COc1ccc(NC(=S)N2CCN(S(=O)(=O)c3ccc(OC)cc3)CC2)cc1 | 4 | -1 | -12 | 16 | -8 | 2 | -3 | -3
CCCCC1C(=O)NN(c2ccccc2)C1=O (configuration not stated) | 12 | -2 | 1 | nt | -4 | 0 | nt | nt
COc1cccc(N=CC=C2OC(C)(C)C(C)(C)O2)c1 | -4 | -3 | 24 | -23 | -5 | 9 | 1 | -1
COc1cc(/C=C/C(=O)OCC(=O)NCC2CCCCC2)ccc1O | 7 | -12 | 0 | 1 | 7 | -3 | -3 | 10
CCCc1cc(=O)oc2c(C)c(OCC(=O)N3CCC(C(=O)O)(c4ccccc4)CC3)ccc12 | 2 | -13 | 0 | -76 | -1 | -6 | 4 | -20
COc1cc(C(=O)Nc2nc3ccc4nc(C)sc4c3s2)cc(OC)c1OC | 7 | -9 | 8 | 7 | -3 | 1 | 2 | 13
O=C(CSCC(=O)N1CCOCC1)Nc1nc(-c2ccc3c(c2)OCO3)cs1 | -7 | -18 | -61 | 10 | -8 | 5 | 0 | -9
Cc1ccc2nc(-c3ccc(SCC(=O)Nc4ccc5c(c4)OCCO5)nc3)[nH]c2c1 | 12 | -6 | 5 | -26 | -7 | 27 | 3 | -3
O=C(O)CCC(CNS(=O)(=O)c1ccccc1)C(F)(F)F (configuration not stated) | 7 | -6 | -2 | 4 | -7 | -5 | -3 | -1
COc1ccc(S(=O)(=O)Nc2ccc3oc(C)c(C(C)=O)c3c2)cc1 | 4 | -9 | 42 | -28 | -7 | -7 | -2 | 2
Cc1ccc(C)c(N2CCN(C(=O)CCc3nc4ccccc4[nH]3)CC2)c1 | 15 | -6 | -6 | 8 | -3 | 6 | -3 | 10
CC(C)(C)OC(=O)N1CCC[C@@H]1C(=O)N1CCC(C(=O)O)CC1 | 5 | -6 | 0 | -15 | -11 | -5 | -3 | -9
CC(NC(=O)Cn1cc2c(n1)CCCCC2)c1ccccc1 (configuration not stated) | 5 | -7 | 1 | -48 | 1 | -6 | -3 | 3

Profiles from above:
CC(NC(=O)Cn1cc2c(n1)CCCCC2)c1ccccc1 (configuration not stated) is listed as CCR6 antagonist = 5; ATG4B inh = -7; Gli-Sufu antag = 1; APJ antagonist = -48; CXCR6 block = 1; EBI2 block = -6; APJ agonist = -3; UBC13 inh = 3
COc1ccc(S(=O)(=O)Nc2ccc3oc(C)c(C(C)=O)c3c2)cc1 is listed as CCR6 antagonist = 4; ATG4B inh = -9; Gli-Sufu antag = 42; APJ antagonist = -28; CXCR6 block = -7; EBI2 block = -7; APJ agonist = -2; UBC13 inh = 2

Returning to the listing, starting two compounds before the break.
SMILES | CCR6 antagonist | ATG4B inh | Gli-Sufu antag | APJ antagonist | CXCR6 block | EBI2 block | APJ agonist | UBC13 inh
CC(C)(C)OC(=O)N1CCC[C@@H]1C(=O)N1CCC(C(=O)O)CC1 | 5 | -6 | 0 | -15 | -11 | -5 | -3 | -9
CC(NC(=O)Cn1cc2c(n1)CCCCC2)c1ccccc1 (configuration not stated) | 5 | -7 | 1 | -48 | 1 | -6 | -3 | 3
CCc1ccc[n+](-c2nc3ccccc3nc2C(=C=[N-])C#N)c1 | 3 | 2 | -4 | -17 | 15 | 1 | -3 | -104
Cc1ccc(S(=O)(=O)NC(C)(C)CSc2nnc(Nc3ccccc3)s2)cc1 | 15 | -7 | 9 | 7 | -3 | 13 | 0 | 3
Cc1cc(C)c(C(=O)OCCNC(=O)c2cccnc2)cc1C | 8 | -9 | -2 | 6 | -4 | -2 | -3 | 3
Cc1nn(-c2ccccc2)nc1-c1nnc(-c2ccc(C(F)(F)F)cc2)o1 | 5 | 8 | 3 | -12 | 11 | -1 | -4 | -3
COc1ccc(-c2csc(NC(=O)CSc3n[nH]c(N)n3)n2)cc1 | -9 | -15 | -11 | -7 | -15 | 1 | 4 | -14
CC(=O)Nc1ccc(S(=O)(=O)c2ccc([N+](=O)[O-])cc2)cc1 | -4 | -4 | 0 | -4 | -15 | -5 | 8 | -5
Cc1cc(/N=C/C=C2/N(C)c3ccccc3C2(C)C)n(CCC#N)n1 | 4 | -5 | 10 | nt | -4 | 2 | nt | nt
CC(C)CCNC(=O)c1onc(CSc2ccncc2)c1C(=O)NCCC(C)C | 23 | 2 | -7 | 0 | 3 | 12 | -4 | 22
O=S(=O)(c1ccc(Cl)s1)N1CCC(Cc2ccccc2)CC1 | 11 | 7 | 11 | 20 | -10 | 0 | -3 | 11
CCCCN1C(=O)C(=O)N(CC(=O)Nc2cc(Cl)ccc2OC)C1=O | 9 | 1 | -6 | -17 | -12 | -25 | -2 | 2
COc1ccc(C)cc1NC(=O)Nc1ccncc1 | -2 | -1 | -10 | -39 | 1 | -20 | 8 | 7
